# TRHR enhancer = qHTS for Small Molecule Agonists and Allosteric Enhancers of Human TRH Receptor: Primary Screen for Enhancers; 360,000 tested, 0.66% active; Thyrotropin-releasing hormone receptor (Homo sapiens), P34981; TRHR cells, fluo-8 calcium fluorescence, EC20 TRH enhancement; AID 493056, 2011; enhancement, % at 2 µM; in the data active means enhancement above about 30%; further: 0% is about no effect
# Target sequence (P34981 whole entry, looked up): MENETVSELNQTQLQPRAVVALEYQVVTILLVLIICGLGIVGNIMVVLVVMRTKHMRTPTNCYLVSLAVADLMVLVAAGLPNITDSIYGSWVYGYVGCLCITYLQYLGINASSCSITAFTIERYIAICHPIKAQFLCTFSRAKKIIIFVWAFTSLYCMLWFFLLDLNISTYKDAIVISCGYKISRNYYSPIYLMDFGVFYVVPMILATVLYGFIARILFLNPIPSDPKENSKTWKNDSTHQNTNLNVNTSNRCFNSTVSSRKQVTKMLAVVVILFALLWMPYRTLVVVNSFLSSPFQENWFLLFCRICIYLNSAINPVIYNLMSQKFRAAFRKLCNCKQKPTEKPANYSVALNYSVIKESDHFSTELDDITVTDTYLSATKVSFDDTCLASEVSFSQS
#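 Enhancer read-out: after compound pinning and an initial kinetic agonist-mode read, an EC20 of TRH (10 nM final) was injected and fluo-8 calcium signal (Ex 480/Em 530) followed at 1 s/cycle for 100 cycles in TRHR-expressing cells.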
# D2 ag = HTS Assay for Allosteric Agonists of the Human D2 Dopamine Receptor: Primary Screen for Agonists; activation, % at 2 µM; HEK293 T-REx D2 cells, calcium flux agonist mode; 340,000 tested, 0.53% active; D(2) dopamine receptor (Homo sapiens), P14416;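 active means activation over 3 SD above normal in the single-dose calcium agonist read, cut at about 30% in these data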; further: 0% is about no effect
# Target sequence (P14416 whole entry, looked up): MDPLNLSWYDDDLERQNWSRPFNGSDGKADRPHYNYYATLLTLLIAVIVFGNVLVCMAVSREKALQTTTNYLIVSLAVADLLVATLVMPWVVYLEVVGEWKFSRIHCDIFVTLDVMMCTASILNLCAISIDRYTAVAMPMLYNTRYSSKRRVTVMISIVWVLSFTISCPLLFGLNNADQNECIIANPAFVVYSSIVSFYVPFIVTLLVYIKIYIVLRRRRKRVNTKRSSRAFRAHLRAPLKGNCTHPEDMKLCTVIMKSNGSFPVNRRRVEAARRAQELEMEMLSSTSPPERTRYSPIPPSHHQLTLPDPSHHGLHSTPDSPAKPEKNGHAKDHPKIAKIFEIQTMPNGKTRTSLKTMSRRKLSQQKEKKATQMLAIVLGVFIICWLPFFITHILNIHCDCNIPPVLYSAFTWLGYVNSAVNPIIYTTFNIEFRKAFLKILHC
#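 Agonism scored from kinetic calcium signal (1 read/sec, 180 s) following compound pin transfer, after a 10 s baseline. Cells: HEK293 Trex line expressing inducible D2 receptor coupled to calcium, dye-loaded after overnight culture at 30 C.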
# RXFP1 antagonist = qHTS Assay for Antagonists of the Relaxin Receptor RXFP1; HEK293-RXFP1, relaxin-stimulated cAMP HTRF, 30 min; stronger effect = lower value; 350,000 tested, 0.59% active; Relaxin receptor 1 (Homo sapiens), Q9HBX9; activity change, negative = inhibition, % at 57.5 µM;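 active means activity change of -60% or lower, but not beyond a set lower limit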; further: on the % scale 0 is the no-effect control and ±100 the full control effect
# D2 PAM = HTS Assay for Positive Allosteric Modulators of the Human D2 Dopamine Receptor: Primary Screen for Potentiators | D(2) dopamine receptor (Homo sapiens), P14416 | HEK293 T-REx D2, calcium flux, EC20 dopamine potentiation | potentiation, % at 10 µM | 340,000 tested, 0.34% active | AID 485347, 2010;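 active means potentiation over 3 SD above the plate norm, cut at about 30% in these data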; further: 0% is about no effect
#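 Tetracycline-induced HEK293 T-REx cells force-coupled to calcium signalling expressed D2; compounds were pin-added after a 10 s baseline, read kinetically 180 s, then an EC20 dopamine challenge followed with a further 180 s calcium read.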
# D1 antag = Antagonist of Human D 1 Dopamine Receptor: qHTS | AID 504652, 2011 | HEK293 TREx D1 cells, calcium flux, dopamine EC80; stronger effect = lower value | 360,000 tested, 3.2% active | activity change, negative = inhibition, % at 10 µM; in the data active means activity change below about -30%; further: on the % scale 0 is the no-effect control and ±100 the full control effect
#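 Using tetracycline-induced force-coupled D1 Hek293 cells and a calcium dye, signals were followed for 180 s after compound, then for 180 s after EC80 dopamine, to detect inhibitors.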
# D1 PAM = Potentiators of Human D1 Dopamine Receptor: qHTS. potentiation, % at 10 µM. HEK293 TREx D1 cells, calcium flux, dopamine EC20 potentiation. 360,000 tested, 0.036% active. AID 504651, 2011; in the data active means potentiation above about 30%; further: 0% is about no effect
# D1 ag = Allosteric Agonists of the Human D1 Dopamine Receptor: qHTS. D(1A) dopamine receptor (Homo sapiens), P21728. HEK293 T-REx D1 cells, calcium flux, agonist mode. activation, % at 2 µM. 360,000 tested, 1% active; further: 0% is about no effect
#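 Agonism was scored from calcium flux recorded over 180 s (1 read/s) after pintool compound addition, following a 10-cycle baseline. Cells were inducible force-coupled HEK293 TREx D1, plated overnight at 30 C and loaded with no-wash calcium dye.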
# TRHR ag = qHTS for Small Molecule Agonists and Allosteric Enhancers of Human TRH Receptor: Primary Screen for Agonists; 360,000 tested, 0.18% active; TRHR cells, calcium flux fluo-8, FDSS agonist mode; activation, % at 2 µM; AID 493084, 2011; Thyrotropin-releasing hormone receptor (Homo sapiens), P34981; further: 0% is about no effect
#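 Fluo-8-loaded TRHR cells; 10 s baseline, compound added, kinetic Ca2+ fluorescence read 1/s, agonist mode.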
# D2 antag = HTS Assay for Allosteric Antagonists of the Human D2 Dopamine Receptor: Primary Screen for Antagonists. inhibition, % at 10 µM. 340,000 tested, 2% active. HEK293 TREx D2 cells, calcium flux, dopamine EC80. AID 485344, 2010. D(2) dopamine receptor (Homo sapiens), P14416; in the data active means inhibition above about 30%; further: 0% is about no effect
#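 Calcium mobilization kinetics were recorded at 1 s intervals in tetracycline-induced HEK293 T-REx D2 cells, first for 180 s after compound addition and then 180 s after EC80 dopamine.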
# * hit, by the source's call; . = no result given. Unless noted, no stated cut-off is given here; in the data, active means activation above about 30%; inactive means the rest.
SMILES,TRHR enhancer,D2 ag,RXFP1 antagonist,D2 PAM,D1 antag,D1 PAM,D1 ag,TRHR ag,D2 antag
CCN(C(=O)Cn1c(SCc2ccccc2F)nc2cccnc21)c1ccccc1,-50,1.3,12,-6,2,1,2,3.0,.
CC(C)(C)NC(=O)/C(=C\c1ccc(Br)cc1)NC(=O)c1cccs1,-6,0.0,-8,4,9,-2,8,1.2,-16
CC1(C)CC(=O)C=C(Nc2ccccc2NC(=O)c2cnccn2)C1,1,-0.2,14,-3,-1,-4,1,0.3,-7
CC(=O)c1cccc(NC(=O)c2cc3c(s2)-c2c(C)cccc2OC3)c1,5,-0.4,-9,.,3,-5,2,-0.5,.
CC(C)(CN1CCNCC1)NS(=O)(=O)c1ccc(Cl)cc1,-3,0.5,-9,-20,-3,5,9,0.5,26
COc1ccc(/C=C(\NC(=O)c2ccc(C)cc2)C(=O)NCCN2CCOCC2)cc1,-1,-2.8,-4,.,21,-4,0,-1.1,2
CC(=O)c1ccc(OCCCCOc2ccc(C(C)=O)cc2)cc1,-2,0.9,-3,2,6,5,8,-0.1,0
CN(C(=O)COC(=O)Cn1cnc2c1c(=O)n(C)c(=O)n2C)C1(C#N)CCCCC1,-3,.,11,.,9,-7,3,0.8,.
CCOc1ccc2nc(N3CCC(C(=O)NC4CCCCC4)CC3)sc2c1,0,-1.2,-21,4,-3,0,9,0.1,-4
CC(C)(C)c1ccc(C(=O)Nc2ccc(C(=O)N3CCCC3)cc2)cc1,2,-0.3,-15,25,34,10,5,-0.1,9
COC(=O)c1cc2oc3ccccc3c2n1Cc1c(F)cccc1Cl,15,0.5,1,-6,5,-4,2,0.6,.
Cn1c(=O)oc2cc(S(=O)(=O)N3CCc4ccccc4C3)ccc21,6,-0.3,-5,-8,-16,1,1,-0.4,-8

# The closing 4 compounds of the part above are carried over, then new ones follow.
SMILES,TRHR enhancer,D2 ag,RXFP1 antagonist,D2 PAM,D1 antag,D1 PAM,D1 ag,TRHR ag,D2 antag
CCOc1ccc2nc(N3CCC(C(=O)NC4CCCCC4)CC3)sc2c1,0,-1.2,-21,4,-3,0,9,0.1,-4
CC(C)(C)c1ccc(C(=O)Nc2ccc(C(=O)N3CCCC3)cc2)cc1,2,-0.3,-15,25,34,10,5,-0.1,9
COC(=O)c1cc2oc3ccccc3c2n1Cc1c(F)cccc1Cl,15,0.5,1,-6,5,-4,2,0.6,.
Cn1c(=O)oc2cc(S(=O)(=O)N3CCc4ccccc4C3)ccc21,6,-0.3,-5,-8,-16,1,1,-0.4,-8
Cc1c(C(=O)NC(c2ccccn2)C(F)(F)F)oc2c(F)cccc12 (stereo unspecified),-1,0.8,1,-2,4,-3,4,0.2,-1
O=C(Cc1ccc2c(c1)OCCO2)N1CCN(S(=O)(=O)c2cccc(Cl)c2Cl)CC1,0,0.8,.,6,-28,-6,13,0.9,-13
COc1ccc(C)c2sc(N(Cc3cccnc3)C(=O)C3CCCCC3)nc12,1,1.1,-27,2,.,5,2,-0.2,.
CCOc1ccc(NC(=O)CN(C)S(=O)(=O)c2cccc3cccnc23)cc1,-5,-1.3,-13,-11,2,-14,0,-0.6,7
COCCn1nnnc1C(c1cccc(C(F)(F)F)c1)N1CCN(Cc2ccccc2)CC1 (stereo unspecified),1,0.6,15,-9,3,-4,0,0.7,18
CS(=O)(=O)Nc1cccc(C2=NN(C(=O)c3cccc([N+](=O)[O-])c3)C(c3cccs3)C2)c1 (stereo unspecified),2,-0.9,4,-2,5,3,3,-0.7,22
COC(=O)c1cc(NC(=O)c2c(F)c(F)c(F)c(F)c2F)cc(C(=O)OC)c1,0,.,-13,.,-2,-6,6,1.4,.
CCOC(=O)N1CCC(N(CCOC)C(=O)Nc2ccc(Cl)c(Cl)c2)CC1,6,0.2,-22,-9,28,13,1,-0.1,-14
NC(=S)N/N=C/c1ccccc1,3,1.0,-16,14,1,-1,1,-0.1,0
Cc1c(Cl)cccc1NC(=O)c1nc(C)n(-c2cc(OC(C)C)c(Cl)cc2Cl)n1,3,0.5,-17,-3,45,7,1,0.7,3
Cc1ccc([C@@H]2[C@@H]3C(=O)N(C)C(=O)[C@@H]3[C@]3(C)C(=O)N(CCO)CC(=O)N23)o1,4,0.6,.,-5,-2,-3,0,0.9,-6
CCN(CC)S(=O)(=O)c1cccc(NC(=O)c2cccc(S(=O)(=O)N3CCCC3)c2)c1,-7,-0.4,3,-7,-25,-6,8,0.6,-7

# The list goes on, starting with the last two of the part before.
SMILES,TRHR enhancer,D2 ag,RXFP1 antagonist,D2 PAM,D1 antag,D1 PAM,D1 ag,TRHR ag,D2 antag
Cc1ccc([C@@H]2[C@@H]3C(=O)N(C)C(=O)[C@@H]3[C@]3(C)C(=O)N(CCO)CC(=O)N23)o1,4,0.6,.,-5,-2,-3,0,0.9,-6
CCN(CC)S(=O)(=O)c1cccc(NC(=O)c2cccc(S(=O)(=O)N3CCCC3)c2)c1,-7,-0.4,3,-7,-25,-6,8,0.6,-7
O=C(CN1C(=O)NC2(CCCC2)C1=O)NNC(=O)c1ccccc1,-5,0.1,-7,-4,4,-1,2,0.1,-7
CSCCC(C(=O)Nc1ccc2c(c1)OCO2)N1C(=O)c2ccccc2C1=O (stereo unspecified),-3,.,8,-8,-13,-4,0,0.0,2
O=C(CNC(=O)c1sc2ccccc2c1Cl)NC1CC1,-7,0.4,7,-15,18,0,1,-0.5,4
COC(=O)c1cc(S(=O)(=O)n2nc(C)c(Br)c2C)c(Cl)cc1Cl,-3,-0.6,-12,4,-15,-1,2,-1.1,-10
Cc1cnc(CN(C)C(=O)c2ccc3oc(Cc4ccc(Cl)cc4)nc3c2)[nH]1,4,-0.4,-6,-6,-12,-13,8,0.2,6
O=[N+]([O-])c1cncc([N+](=O)[O-])c1Nc1cccc(O)c1,-2,1.8,.,8,6,-3,1,3.4,-8
COc1cc(O)c(C(CCN2CCCC(C)C2)c2cc(OC)c(OC)c(OC)c2)c(OC)c1 (stereo unspecified),-6,-1.3,.,-13,8,-6,2,0.4,-21
O=C(Cn1nnc(-c2ccccc2)n1)NCc1ccco1,1,-0.1,-10,-3,-10,2,0,-1.1,-4
O=C(CSc1ccc(-c2ccncc2)nn1)c1ccc(Cl)cc1,-3,0.8,3,5,-19,0,12,-0.1,-15
O=C(COC(=O)c1cccc(F)c1)Nc1cccnc1Cl,20,2.6,-4,-2,-11,-2,1,1.5,-15
COc1ccc(-c2nc(CCNC(=O)c3c(F)cccc3Cl)cs2)cc1,-12,0.4,-1,16,-6,-3,1,-0.6,.
Cc1ccc(/C=C/C(=O)N2CCN(S(=O)(=O)/C=C/c3ccccc3)CC2)o1,-2,-2.0,4,9,8,-4,0,-0.3,-10
COc1ccc(C2/C(=C(/O)c3ccc(C)cc3)C(=O)C(=O)N2CCCN2CCOCC2)cc1 (stereo unspecified),-9,1.1,4,-7,-25,37*,0,0.4,10
COc1cccc(-c2nnc3n(CCc4ccccc4)c(=O)c4ccccc4n23)c1O,2,2.4,-8,3,-2,4,0,0.4,.
Cc1cc(C)n(C(=O)c2ccc(C)c(S(=O)(=O)N3CCCC3)c2)n1,-3,-0.4,4,3,-11,-5,1,-1.2,-4
CN(CC(=O)Nc1ccc(Cl)c(C(F)(F)F)c1)Cc1cc(=O)n2ccsc2n1,0,-0.5,-11,3,4,-1,9,-0.2,-2
O=C1c2ccccc2C(Nc2ccc(S(=O)(=O)N3CCOCC3)cc2)N1c1cccnc1 (stereo unspecified),6,-0.2,-10,3,11,.,1,0.3,9
O=C(NC1CCCC1)c1cc(Cl)ccc1[N+](=O)[O-],-2,-0.8,-5,3,-3,4,0,-1.7,-16
Cc1ccc([N+](=O)[O-])cc1NC(=O)Cc1cccs1,-3,0.9,-19,25,-6,-1,2,-0.7,0
COc1cccc(C2=CC(c3ccc(OC)c(OC)c3)NC(=S)N2)c1 (stereo unspecified),3,-0.7,2,2,-24,-3,0,-0.7,7
O=C(/C=C/c1ccc([N+](=O)[O-])cc1)NCc1cccs1,2,.,5,.,-5,4,2,0.0,.
Cc1cccc(-c2cccc(NC(=O)C3CCCN(C(=O)c4csc(C)n4)C3)c2)c1 (stereo unspecified),-6,0.2,10,-3,-16,-6,1,0.3,11
COc1cccc([C@@H]2Oc3ccc(OC)cc3C(=O)[C@H]2OC(=O)NCc2ccc3c(c2)OCO3)c1,7,-1.0,.,-4,7,-4,2,0.2,-6
C=CCn1cnc2c(nnn2-c2ccc(OC)c(OC)c2)c1=O,5,-0.9,-9,12,-6,-7,1,-0.4,-36
O=C(Nc1cccc(Cl)c1)N1CCN2C(=O)c3ccccc3C12c1ccccc1 (stereo unspecified),8,0.8,-3,-13,-8,-10,0,-0.8,-29
COc1ccc(C2N(C(=O)N3CCOCC3)CCN2S(=O)(=O)c2ccc(C)cc2)cc1 (stereo unspecified),23,-0.1,-26,-4,6,-2,1,0.1,-5
CCOC(=O)C1(C)/C(=N/Nc2cccc(Cl)c2)C(=O)C(=O)N1c1ccccc1 (stereo unspecified),-5,0.4,-17,-7,-1,-1,1,-0.4,-21
COc1cccc(NC(=O)CN(C)C(=O)CCCc2c[nH]c3ccccc23)c1,3,0.4,6,3,-22,-4,4,-0.6,-2
COc1ccc(C(=O)Cn2c(Br)nc3c2c(=O)n(C)c(=O)n3C)cc1OC,-4,0.9,0,5,24,-13,3,0.5,9
Cc1ccc(NC(=O)Nc2ccccc2)cc1[N+](=O)[O-],-7,1.7,-16,-6,-33*,-10,24,2.0,-4
O=C(CSc1ncc(CO)n1Cc1ccc(Cl)cc1)NCc1ccc(F)cc1,-5,-1.0,.,13,-9,3,0,0.5,.
COCCN(CC(=O)NCc1ccc(F)cc1)C(=O)CCC(=O)Nc1nccs1,1,.,-6,.,2,-5,1,0.1,.
Cc1ccc(OCC(=O)N/N=C/c2cccnc2)cc1C,-3,-1.0,-11,4,6,-6,0,0.4,-39
Cc1ccc2c(c1)NC(=O)c1cccc([N+](=O)[O-])c1CO2,2,0.6,.,-2,-7,-7,-1,-0.3,4
Cc1c(O)nc(SCC(=O)Nc2ccc(Cl)cc2Cl)n(-c2ccc(F)cc2)c1=O,-9,.,-2,7,8,-2,1,-0.3,.
CCOc1ccc(NC(=O)CSc2nnc(-c3cc(C)[nH]n3)n2N)cc1,1,0.3,5,-3,9,0,1,0.2,24
Cc1ccc(NC(=O)Cn2nnc3ccccc3c2=O)cc1,5,-0.7,-14,13,-10,1,2,-0.5,7

# High-throughput results: PubChem, National Center for Advancing Translational Sciences (NCATS)
